# EPAC2 antagonist – blocks human EPAC2 exchange factor; Q8WZA2; EPAC2 GEF exchange of Rap1B-BODIPY-GDP, fluorescence; Potency, µM (series often up to 114 µM), without a hit: at the highest dose activity, negative = inhibition, usual class: inhibitors; 0.18% of 360,000 active; note: potency is the fitted concentration of half-maximal effect; % is set by controls: 0 for no effect and ±100 for the full control effect; nearly all actives have a fitted effect of over 45% in size; many of its hits are not listed in these tables
# PLK1 PBD block – blocks phosphopeptide binding to human PLK1 polo-box domain; P53350; Plk1 PBD binding of FITC phosphopeptide, fluorescence polarization; Potency, µM, without a hit: max response, negative = inhibition, hits mostly inhibitors; 2.8% of 360,000 active; note: potency is the fitted concentration of half-maximal effect; series mostly up to about 57 µM; % is set by controls: 0 for no effect and ±100 for the full control effect; nearly all actives have a fitted effect of over 65% in size
# Target sequence (P53350 whole entry, looked up, the tested form may be a part): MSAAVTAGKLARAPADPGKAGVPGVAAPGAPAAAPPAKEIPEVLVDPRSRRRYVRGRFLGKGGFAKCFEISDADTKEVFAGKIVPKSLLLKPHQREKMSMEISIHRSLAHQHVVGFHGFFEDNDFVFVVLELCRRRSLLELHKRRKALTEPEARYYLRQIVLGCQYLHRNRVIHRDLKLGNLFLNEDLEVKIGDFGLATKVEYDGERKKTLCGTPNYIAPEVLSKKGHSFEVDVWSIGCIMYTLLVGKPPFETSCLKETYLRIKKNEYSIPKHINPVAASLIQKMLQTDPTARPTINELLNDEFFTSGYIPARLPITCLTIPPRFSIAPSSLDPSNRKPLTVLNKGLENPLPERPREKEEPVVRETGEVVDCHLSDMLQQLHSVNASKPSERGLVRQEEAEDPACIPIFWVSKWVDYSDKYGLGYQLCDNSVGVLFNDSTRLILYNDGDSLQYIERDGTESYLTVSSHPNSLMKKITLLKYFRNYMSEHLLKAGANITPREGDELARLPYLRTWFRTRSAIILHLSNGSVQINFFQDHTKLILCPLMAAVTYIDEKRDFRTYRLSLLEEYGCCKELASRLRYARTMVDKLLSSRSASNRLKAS
# EPAC1 agonist – agonists of human EPAC1; 0.073% of 360,000 active; EPAC1 agonist qHTS, biochemical assay; response scale: 100% = response to 6.5 mM cAMP; AID 720707; Potency, µM (doses to about 154 µM), inactives show at the top dose activation, most hits filed as activators; O95398; note: potency is the fitted concentration of half-maximal effect; nearly all actives have a fitted effect of over 60% in size
#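 Normalized to 6.5 mM cAMP, activity reflects EPAC1-catalysed release of BODIPY-GDP from Rap1B, followed kinetically over 30 min at 480 nm excitation, 540 nm emission. Reaction contained 100 nM EPAC1, 250 nM Rap1B-BODIPY-GDP, 50 uM GDP.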
# MmCpn inh – M. maripaludis TRiC chaperonin inhibition. purified Mm-Cpn ATPase, ADP Transcreener TR-FRET. Potency, µM (titrated, usually from 76.9 µM), for the others: top-dose activity, negative = inhibition, actives largely listed as inhibitors. 0.031% of 330,000 active; note: potency is the fitted concentration of half-maximal effect; % is set by controls: 0 for no effect and ±100 for the full control effect; nearly all actives have a fitted effect of over 80% in size
#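 TR-FRET (320 nm excitation; 590 and 665 nm emission) reports ADP made from 10 uM ATP by 25 nM enzyme; compounds were preincubated 10 min, reaction run 30 min, both at 37°C.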
# WRN inhibitor – inhibitors of human WRN helicase. Q14191. Potency, µM (doses to about 114 µM), for the others: at the top dose activity change, negative = inhibition, most hits filed as inhibitors. AID 651768. WRN helicase unwinding, fluorescent forked duplex, kinetic. 0.46% of 360,000 active; note: potency is the fitted concentration of half-maximal effect; % is set by controls: 0 for no effect and ±100 for the full control effect; nearly all actives have a fitted effect of over 55% in size
#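 Kinetic fluorescence helicase assay: unwinding of a quenched forked DNA duplex (100 nM final) with 2 mM ATP final raises red fluorescence (525/598 nm). Compounds sat 15 min at room temperature with 20 nM WRN beforehand.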
# EPAC1 antagonist – EPAC1 (human) antagonism; 0.14% of 360,000 active; O95398; EPAC1 GEF assay, Rap1b-BODIPY-GDP exchange fluorescence; Potency, µM (top dose mostly 115 µM), without a hit: top-dose activity change, negative = inhibition, most hits filed as inhibitors; AID 720709;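 note: potency is the fitted concentration of half-maximal effect; plate controls were vehicle for no effect and positive control for full effect; nearly all actives have a fitted effect of over 50% in size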
# CCT chaperon mod – cytosolic chaperonin activity modulation; purified chaperonin ATPase assay, HTRF ADP detection, 30 min; activity change, % (no concentration beside the values), hits read low; 0.3% of 360,000 active; AID 651819; in the data active = activity change below about -30%; note: % is set by controls: 0 for no effect and ±100 for the full control effect
#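 TRiC at 40 or 20 nM final (batch-dependent) in 30 mM Tris pH 7.4, 100 mM KCl, 5 mM MgCl2, 1 mM DTT, with compound at single 76 uM and 10 uM ATP, 30 min at 37 deg C. ADP detected by HTRF Transcreener, 665/615 ratio.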
# PI5P4K alpha inh – PI5P4K alpha (human) kinase inhibition. P48426. PI5P4Kalpha enzyme, ADP-Glo luminescence, 60 min; stronger effect = lower value. max response, %. 1.2% of 330,000 active. AID 652105; active = max response of -50% or lower; inconclusive = between -30% and -50%; inactive = -30% or higher; note: value at the top dose of about 77 µM; % is set by controls: 0 for no effect and ±100 for the full control effect
# Target sequence (P48426 whole entry, looked up): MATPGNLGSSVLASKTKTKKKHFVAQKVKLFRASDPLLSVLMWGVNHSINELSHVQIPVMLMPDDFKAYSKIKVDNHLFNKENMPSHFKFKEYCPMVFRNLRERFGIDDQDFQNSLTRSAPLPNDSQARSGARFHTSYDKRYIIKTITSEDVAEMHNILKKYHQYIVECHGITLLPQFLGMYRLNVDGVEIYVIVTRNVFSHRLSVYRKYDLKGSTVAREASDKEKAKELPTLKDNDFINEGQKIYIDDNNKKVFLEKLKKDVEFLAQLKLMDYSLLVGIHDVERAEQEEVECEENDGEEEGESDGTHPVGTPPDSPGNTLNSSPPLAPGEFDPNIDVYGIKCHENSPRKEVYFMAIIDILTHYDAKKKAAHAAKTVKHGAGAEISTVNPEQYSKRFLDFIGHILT
#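 Reactions run in 0.038 M HEPES pH 7.4, 0.28 mM EGTA, 0.1% CHAPS and 5% DMSO, with PI5P4Kalpha, substrate, compound and 5 microM ATP final, one hour at room temperature. Readout is ADP-Glo luminescence.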
# Starred values were filed as active, the others as inactive; u = inconclusive; x = no result given; & = joins results of further samples; [ ] = remark or other dose. Unless noted, calls come from the whole dose curve; as a rule, active = well fitted curve in the direction sought with a large enough effect; inconclusive = small, poorly fitted or top-dose-only effect, or another doubt; inactive = no such curve, though single readings can be large; an effect the other way counts as inactive or inconclusive. Only part of the results is shown, so the mix of outcomes need not match the whole.
# Order of results – EPAC2 antagonist, PLK1 PBD block, EPAC1 agonist, MmCpn inh, WRN inhibitor, EPAC1 antagonist, CCT chaperon mod, PI5P4K alpha inh
> CC1CCCN(CCCNC(=O)CCn2nc(-c3ccccc3)ccc2=O)C1 (centres undefined)
→ 8%, 3%, -21%, 0%, -31%[57.1 µM], 5%, -3.1, 3
> C[C@]12c3[nH]c4ccc(Cl)cc4c3CCN1C(=O)[C@@H](CC(=O)NCCC1=CCCCC1)C[C@@H]2C(=O)N1CCCCC1
→ 0%, -2%, -12%, -4%, -1%, -12%, -1.1, -3
> CCCCn1cnc2c(oc3nc4c(cc32)CCCC4)c1=O
→ -9%, -11%, 0%, 1%, -8%, -25%, 0.9, -5
> COc1ccc(C(C)=O)cc1COC(=O)CNC(=O)c1ccc(F)cc1
→ 7%, 1%, 0%, 0%, 0%, 4%, -0.6, -12
> Fc1ccc(-c2nc3ccc(Br)cn3c2Cc2cccc(Cl)c2)cc1
→ -8%, 6%, 6%, x, -6%, -6%, -1.0, 1
> Cc1ccc(NC(=O)CN(C)CC(=O)Nc2sc3c(c2C(N)=O)CCC3)cc1
→ -1%, -9%, -4%, 1%, 4%, -28%, -0.6, -12
> CCCOc1ccc(C(NC(=O)CC(C)C)NC(=O)CC(C)C)cc1OC
→ -20%, 1%, 5%, 3%, -12%, -21%, 1.0, 5
> O=C(C1CCCN(S(=O)(=O)c2ccc(Br)s2)C1)N1CCN(c2ccccc2)CC1 (centres undefined)
→ -9%, -3%, -1%, -2%, -11%, -5%, -1.6, 18
> CS(=O)(=O)N(CC(=O)N1CCOCC1)c1ccc(Cl)cc1
→ 38%[activator], -6%, 11%, -7%, 7%, 8%, -0.6, -1
> CCOc1ccc(N2C(=O)CC(Sc3nc(C)cc(C)n3)C2=O)cc1 (centres undefined)
→ 3%, -11%, 7%, 1%, 6%, -1%, -5.0, x
> c1cc(SC2CCCCC2)cc(-c2nc3cnccn3c2NC2CCCCC2)c1
→ -25%, 20%, -21%, -1%, -15%, -17%, 0.6, -21
> COc1cc(OC)cc(C(=O)NCC(C)NC(=O)c2cc(OC)cc(OC)c2)c1 (centres undefined)
→ -5%, -17%, -1%, x, -7%, 9%, -2.7, -27
> O=[N+]([O-])c1cc([N+](=O)[O-])c(Oc2c(F)ccc(F)c2F)cc1NN1CCCCC1
→ 6%, -12%, -4%, 0%, -4%, 3%, -2.6, -3
> CC1CCN(C(=S)c2cn(Cc3cccc(F)c3)c3ccccc23)CC1
→ -16%, -19%, -8%, -1%, 2%, u, 0.3, 0
> O=c1[nH]n2cc(-n3cc([N+](=O)[O-])cn3)cnc2c1Br
→ -3%, -9%, 1%, -1%, -1%, 0%, -10, -5
> CCN1C(=O)Nc2cccc3cccc1c23
→ -13%, 6%, 7%, x, -7%, -1%, 1.2, -2
> CNC(=S)NNC(=O)c1sc2cc(C(F)(F)F)cnc2c1-c1ccccn1
→ 8%, -6%, -3%, 0%, 9%, 10%, 2.2, 0
> O=C(CNC(=O)N1CC(=O)Nc2ccccc21)Nc1cccc(F)c1
→ 6%, 0%, 0%, u, -5%, 14%, -0.4, 6
> Cc1cc(NC(=O)CSc2nc(=O)cc(N)n2-c2ccc(Cl)cc2)no1
→ 0%, 6%, 8%, 1%, 4%[57.1 µM], -1%, -0.9, -3
> Cc1ccccc1NC1=NS(=O)(=O)c2ccccc21
→ 14%, -1%, 3%, -1%, -13%, 15%, 2.2, x
> NNC(=O)CNC(c1ccccc1)c1cc(Br)ccc1NC(=O)c1ccccc1Br (centres undefined)
→ -2%, -8%, 9%, 0%, -4%, 25%, -1.0, 3
> CC(OC(=O)c1cc2sccc2n1C)C(=O)NCc1ccc2c(c1)OCO2 (centres undefined)
→ 21%, 2%, -6%, 0%, -9%, 18%, -2.0, x
> CCN(CC)CCCNC(=O)c1ccc2c3n(nc2c1)-c1ccc(Cl)cc1CO3
→ 7%, -9%, 2%, -3%, 2%[11.6 µM], 0%, -0.7, -2
> NS(=O)(=O)c1ccc(NS(=O)(=O)c2ccc3c(c2)OCCO3)cc1
→ 4%, 7%, 0%, -5%, 1%, 6%, -0.4, -4
> COc1ccccc1CNC(=O)c1cc(-c2cc(Cl)ccc2C)n[nH]1
→ 2%, 0%, -8%, x, -3%, 4%, -0.4, 0
> COc1ccc(C(=O)NCCc2ccc(Cl)cc2)cc1S(=O)(=O)N1CCCCC1C (centres undefined)
→ 2%, -11%, 14%, 0%, -12%, -16%, -0.4, 8
> CC(=O)N(CCC(Cc1ccccc1)c1ccc2c(c1)OCO2)Cc1ccc(Cl)cc1 (centres undefined)
→ -7%, 0%, 15%, 0%[15.4 µM], -12%, -12%, -5.4, 14
> COC(=O)c1ccc(C23CC4(C2)[C@H](CN(CC2CCCCC2)[C@@H]4c2ccccc2)C3c2ccc(Cl)nc2)cc1 (some centres undefined)
→ -10%, 10%&5%, -15%, -1%, 3%, -3%, 0.7, 3
> COc1cccc(N2CCN(C(=O)CC(NC(=O)c3ccccc3)c3ccccc3)CC2)c1 (centres undefined)
→ -3%, -19%, -1%, 2%, -37%, -16%, -8.9, -4
> COc1ccccc1N1CC(C(=O)Nc2nnc(SCC(=O)NCC3CCCO3)s2)CC1=O (centres undefined)
→ 11%, -29%, -4%, 1%, -22%, -5%, 3.4, 2
> COc1cc(C)c(C(C)C)cc1S(=O)(=O)NCCCn1ccnc1
→ 2%, -1%, 6%, -3%, -3%, -2%, 0.5, 1
> COc1cc(NS(=O)(=O)c2ccc(NC(=O)/C=C/c3cccc([N+](=O)[O-])c3)cc2)ncn1
→ -9%, -11%, 2%, 1%, -24%, -17%, 0.2, 1
> O=C(CN(c1ccccc1)S(=O)(=O)c1ccc(F)cc1)NC1CCS(=O)(=O)C1 (centres undefined)
→ 5%, -2%, 20%, -12%, -6%, 2%, -1.5, -1
> CCn1cc(C(=O)NCCCN(C)C)c(=O)c2cc(F)c(N3CCN(C)CC3)cc21
→ 2%, -4%, -9%, 0%, 6%, -15%, 0.4, -6
> CN1CCN(CCC(=O)Nc2ccc(F)c(F)c2)CC1
→ -1%, -7%, 10%, 0%, -8%, -2%, -0.7, x
> COc1ccc2c(c1)c1ncn(CCN3CCNCC3)c(=O)c1n2C
→ 3%, -14%, -5%, -4%, 0%, -1%, -3.8, x
> COc1ccc(CN(C)C(=O)/C=C/c2ccc(S(=O)(=O)N3CCOCC3)cc2)cc1F
→ -2%, 0%, 1%, -1%, 0%, u, 1.2, -7
> CC(=O)NCCNC(=O)C1(C)Cc2c(-c3cccc(C(F)(F)F)c3)ccnc2O1 (centres undefined)
→ -25%, 2%, 1%, x, -5%, -1%, -9.3, -4
> Cc1cccc(-n2c(=O)c3c(n4cnnc24)-c2ccccc2CC32CCCCC2)c1
→ -2%, -7%, -8%, -3%, 2%, 11%, 0.0, 1
> CCOc1ccc(C(=O)OC(C)CN2CCCCC2)cc1 (centres undefined)
→ 3%, -4%, -6%, -1%, 8%, -11%, 0.7, -6
> Cn1cc(S(=O)(=O)NC2CCCCCC2)c(=O)n(C)c1=O
→ -5%, 1%, 7%, 2%, -9%, -16%, 0.2, -8
> CCOC(=O)C1CCCN(C(=O)Cn2nc(C)n3c(cc4c(OC)cccc43)c2=O)C1 (centres undefined)
→ -1%, 27µM*, -5%, -3%, -1%, -14%, -2.4, -2
> CCSc1nnc(NC(=O)NCC(F)(F)F)s1
→ -2%, -7%, 1%, -1%, 12%, 4%, -4.0, -1
> COc1ccc2nc(/C(C#N)=C\c3ccc(Oc4ccc([N+](=O)[O-])cn4)cc3)[nH]c2c1
→ 13%, 5%, 4%, -2%, -21%, 9%, -1.9, u
> COc1cccc(CNn2cn[nH]c2=S)c1OCc1ccccc1
→ -11%, -3%, 2%, -3%, -2%, 14%, -2.8, -5
> COc1ccc(/C=N/NC(=O)c2cccc(OC(F)(F)C(F)F)c2)c(OC)c1OC
→ -10%, 4%, -9%, 2%, -6%[57.1 µM], -9%, -0.4, -8
> CCn1nc(C(=O)OCC(=O)N2CC(=O)Nc3ccccc32)c2ccccc2c1=O
→ 8%, -5%, -7%, 1%, 12%, 2%, 1.2, 2
> CC(=O)c1ccc(NC(=O)c2ccc(C)c(Br)c2)cc1
→ 1%, -10%, 5%, 0%, -11%, 8%, 2.0, 0
> O=[N+]([O-])c1cccc(-n2cccc2/C=N/Nc2nc(N3CCCCC3)nc(N3CCCCC3)n2)c1
→ 1%, -5%, 14%, 3%, 1%, 0%, -2.9, 1
> CCc1c(O)c(/C(C)=N\O)c(=O)n(-c2ccccc2)c1-c1ccccc1
→ 0%, -14%, 8%, -1%, -4%, -14%, -5.8, 5
> Cc1ccc(C(C(=O)Nc2ccc(C(C)C)cc2)N(C)C(=O)c2ccc(=O)[nH]c2)cc1 (centres undefined)
→ -18%, -10%, -13%, -1%, -35%, -16%, -1.7, 1
> O=S(=O)(Nc1ccc(Cl)cn1)c1cccs1
→ -17%, 0%, -5%, 0%, -3%, -10%, -0.2, -2
> Cc1ccc[n+](C(C)C(=O)Nc2ccc(C)c(C)c2)c1 (centres undefined)
→ 3%, -14%, 4%, 1%, 7%, -4%, -0.5, -7
> O=C(Nc1ccccc1)c1ccc(Br)c(S(=O)(=O)Nc2ccccn2)c1
→ 9%, u, 4%, 2%, -10%, 18%, -0.9, 2
> CCc1cc(/C(Cc2ccccn2)=N\O)c(O)cc1O
→ -11%, 0%, -6%, 0%[15.4 µM], -10%, -12%, -1.1, x
> COc1ccc(CNC(=O)c2cccc(S(=O)(=O)N3CCN(C)CC3)c2)cc1
→ -2%, u, 3%, 0%, -3%[57.1 µM], -8%, -2.8, 3
> CC(C)Oc1ccc(CN=C(N)N=C(N)N)cc1Cl
→ 0%, 4%, 5%, 1%, 3%[57.1 µM], 17%, 1.4, 3
> CSc1sc(C(=O)NNC(C)=O)c2c1C=CCC2
→ -6%, -5%, 15%, -25%, 3%, 9%, -3.9, 6
> COc1ccccc1NC(=O)C1CC(=O)OC1c1ccccc1 (centres undefined)
→ -1%, -6%, 1%, 0%, -28%[57.1 µM], -2%, -1.1, 2
> CCCS(=O)(=O)N1CCCC(C(=O)NCCN(C)Cc2ccccc2)C1 (centres undefined)
→ 14%, -6%, 4%, 5%, 3%, 10%, -1.0, 2
> CCOC(=O)c1sc(=S)n(C)c1NC(=O)c1ccccc1
→ 0%, 7.5µM*, 1%, -2%, u, -1%, -0.9, u
> CCC(NC(=O)c1ccccc1NC(=O)c1ccccc1)C(=O)NNC(=O)c1cccnc1 (centres undefined)
→ 4%, -7%, -10%, -2%, 2%, 15%, 1.8, -5

# Bioassay records (PubChem BioAssay)
